Screens: PubChem, Columbia University Molecular Screening Center
mHtt clearance = mutant huntingtin protein clearance; HeLa Exon1htt(103Q)mCFP, aggregate imaging; zero = plate's median compound well; AID 853; inhibition, % at 1.5 µM; 47,000 tested, 0.42% active;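 active = inhibition of aggregate fluorescence above about 70%, also judged a hit by eye on the cell image, limit read from the data, passing the limit was not always enough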;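 note: cells exposed to compound for three days before fixation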
mHtt clearance grain fraction = further read-out of mHtt clearance, marked with its call; fraction fluorescence in grains; measured here: aggregate grain fluorescence fraction; active compounds read low;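 scaled fraction of total cell fluorescence in grains with unit not stated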
* hit, by the source's call. Only part of the results is shown. The share of hits here may be higher or lower than overall.

SMILES | mHtt clearance | mHtt clearance grain fraction
Cc1ccc(N(CC2=NCCN2)c2cccc(O)c2)cc1 | 11 | 19
